aDG glyco act – activators of alpha-DG glycosylation, primary screen, uHTS, Pro5-aDG cells, AlphaScreen. AID 624168, 2012. alpha-DG glycosylation AlphaScreen (IIH6); 0% Pro5, 100% B10-LARGE cell signal. activation, % at 10 µM. 360,000 tested, 0.22% active;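 active = activation of at least 8% versus controls, or a plate z-score of at least 8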;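 note: Pro5 are CHO cells carrying HIG-tagged alpha-DG that lacks glycosylation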
MITF TRPM1 inh – inhibitors of MITF-dependent TRPM1 promoter reporter, primary screen, cell-based, SK-MEL-5, single point, luciferase. SK-MEL-5 TRPM1 promoter luciferase, 24 h. inhibition, % at 12.5 µM. 330,000 tested, 0.83% active. AID 488899, 2010;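 active = mean inhibition across replicates of 60% or more, whatever share of single replicates reaches that level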; note: values of inactives mirror those of a sister screen read the other way
hiPSC survival – enhancers of single-cell hiPSC survival, primary screen, ATPlite luminescence | 100% = ROCK inhibitor wells, 0% = DMSO | survival enhancement, % at 20 µM | 360,000 tested, 0.044% active; in the data active = survival enhancement above about 18%;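 note: cells exposed to compounds for 16 hours before the ATP read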
Vif imaging – HIV Vif self-association inhibitors, primary screen, imaging, HEK293T, single point; inhibition, % at 7.49 µM; 340,000 tested, 0.35% active; HEK293T cells, Vif self-association by quenched fluorescence, 24 h; in the data active = inhibition above about 50%, passing the limit was not always enough; note: some results filed as inactive read as strong as hits
CaV13 FRET inh – Disruptors of the CACNA1D IQ motif to Ca2+-dependent inactivation inhibitor domain association, primary screening, Förster resonance energy transfer in intact living …; inhibition, % at 12.3 µM; AID 743397; 340,000 tested, 0.098% active; HEK cells, CFP/YFP FRET ICDI-IQ, plate reader, 10 min; percent FRET-ratio fall versus neutral wells;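 active = mean replicate inhibition of at least 30% and at least 1% of replicates passing that level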;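 note: 0% = median of the neutral control wells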
Exocytosis inh – LAMP-1 surface exposure blockers, TALL-104 cells – cell-based, flow cytometry, MLPCN library, primary screen; TALL-104 LAMP-1 surface exposure; cells stimulated with thapsigargin and PMA; inhibition, % at 10 µM; 360,000 tested, 0.66% active; AID 651702, 2012;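 active = inhibition above about 55%, limit read from the data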
Peg3 prom inh – Peg3 promoter-driven luciferase inhibitors, primary screen, cell-based, HeLa, luciferase luminescence. inhibition, % at 20 µM. HeLa PEG-Prom luciferase reporter, overnight. 360,000 tested, 1.7% active. AID 588405, 2011;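 active = inhibition of at least 50% at 20 µM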
NR2E3 ag-1 – inhibitors of NR2E3-RetCOR corepressor binding, primary screen, NR2E3 agonist project, biochemical, TR-FRET, GST-NR2E3, biotin-RetCOR; AID 2300, 2010; 320,000 tested, 0.12% active; Photoreceptor-specific nuclear receptor (Homo sapiens), Q9Y5X4; 1536-well; inhibition of corepressor binding, % at 4.78 µM;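 active = percent inhibition above the cutoff of mean plus 3 SD of all tested compounds, set per screening campaign, cut at about 20% in these data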;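 note: 0% = DMSO wells and 100% = biotin wells as full block of FRET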
Target sequence (Q9Y5X4 whole entry, looked up): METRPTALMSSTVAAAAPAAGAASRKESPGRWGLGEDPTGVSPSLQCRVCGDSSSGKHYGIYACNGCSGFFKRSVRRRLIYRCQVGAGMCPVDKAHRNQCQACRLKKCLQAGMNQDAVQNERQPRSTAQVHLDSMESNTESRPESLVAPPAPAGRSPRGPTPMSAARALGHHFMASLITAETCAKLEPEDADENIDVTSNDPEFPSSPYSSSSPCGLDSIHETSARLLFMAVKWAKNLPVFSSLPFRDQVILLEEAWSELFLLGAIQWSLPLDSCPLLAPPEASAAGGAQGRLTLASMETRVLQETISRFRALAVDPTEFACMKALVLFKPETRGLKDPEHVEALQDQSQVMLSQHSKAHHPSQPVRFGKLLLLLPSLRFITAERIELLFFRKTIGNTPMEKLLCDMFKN
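Test system – NR2E3–RetCOR corepressor complex · Quantity – NR2E3 fusion 1.35 nM · Buffer or medium – Tris pH 7.5 · Incubation – Compound–protein incubation for 5 h at 4 °C · Technique – TR-FRET, Eu(K)-anti-GST donor, streptavidin-D2 acceptor, ex 340, em 617/671 nm · Evaluation – percent inhibition of 671/617 nm emission ratio versus biotin and DMSO controls · Plate – 1536-well format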
PDI turbidity – inhibitors of human PDI, primary screen, biochemical, turbidity, single point, plate reader; Protein disulfide-isomerase (Homo sapiens), P07237; PDI insulin aggregation turbidity, A650, 90 min; inhibition, % at 10 µM; 350,000 tested, 0.052% active; AID 588391, 2011;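 active = mean inhibition across replicates of 30% or more, whatever share of single replicates reach that level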;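 note: absorbance from insulin aggregation driven by PDI reduction with DTT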
Target sequence (P07237 whole entry, looked up): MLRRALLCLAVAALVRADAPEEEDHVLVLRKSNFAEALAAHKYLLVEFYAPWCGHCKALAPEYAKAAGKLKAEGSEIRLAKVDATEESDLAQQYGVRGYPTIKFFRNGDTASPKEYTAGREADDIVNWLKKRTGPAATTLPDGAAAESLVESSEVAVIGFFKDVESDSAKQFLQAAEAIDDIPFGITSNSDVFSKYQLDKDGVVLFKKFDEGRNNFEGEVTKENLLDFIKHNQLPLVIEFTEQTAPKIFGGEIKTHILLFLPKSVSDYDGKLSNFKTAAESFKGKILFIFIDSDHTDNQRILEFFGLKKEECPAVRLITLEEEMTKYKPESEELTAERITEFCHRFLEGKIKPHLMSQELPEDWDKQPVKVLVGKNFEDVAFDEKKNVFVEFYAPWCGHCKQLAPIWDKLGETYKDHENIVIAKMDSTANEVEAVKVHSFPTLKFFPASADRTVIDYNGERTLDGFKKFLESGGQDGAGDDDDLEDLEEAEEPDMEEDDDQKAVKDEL
HIF-2a block – HIF-2a reporter inhibitors, primary screen, luminescence, 786-0 RCC cells. 360,000 tested, 0.72% active. inhibition, % at 18.8 µM. 786-0 RCC cells HIF-2a reporter, luciferase luminescence, overnight;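 active = inhibition of the luminescence signal of 40% or more relative to plate controls, in a single-dose primary screen at 18.75 µM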
NR2E3 ag-2 – NR2E3 agonists in two-hybrid cells, primary screen, cell-based, luminescence, CHO-S, Gal4-NCOR/VP16-NR2E3; 360,000 tested, 0.35% active; AID 602229, 2012; luciferase; Photoreceptor-specific nuclear receptor (Homo sapiens), Q9Y5X4; inhibition of corepressor binding, % at 3.98 µM;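 active = inhibition above the mean of all tested compounds plus 3 SD, cut at about 70% in these data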;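 note: 0% = DMSO with NR2E3 transfected cells and 100% = cells lacking NR2E3 construct; higher means lower luciferase signal from less NR2E3 corepressor binding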
* marks the source's active call; other numbers are inactive results.

CC1CCCN(Cc2cccc(Oc3ccccc3)c2)C1 (stereo unspecified) was read as aDG glyco act 0.3, MITF TRPM1 inh -1, hiPSC survival -2.2, CaV13 FRET inh -5, Exocytosis inh -2, Peg3 prom inh 9, NR2E3 ag-1 1, PDI turbidity -4, HIF-2a block -13 and NR2E3 ag-2 -17.
Screening Cc1ccc(S(=O)(=O)N(C)CC(O)Cn2c3ccccc3c3ccccc32)cc1 (stereo unspecified) returned aDG glyco act 0.0, MITF TRPM1 inh -6, hiPSC survival -0.8, Vif imaging -11, Exocytosis inh 16, Peg3 prom inh 29, NR2E3 ag-1 7, PDI turbidity 0, HIF-2a block 4 and NR2E3 ag-2 -17.
`CCS(=O)(=O)c1ccc2oc(Nc3cc(C)cc(C)c3)nc2c1` gave aDG glyco act 0.4, MITF TRPM1 inh -5, hiPSC survival -4.2, Vif imaging -6, CaV13 FRET inh -12, Exocytosis inh -2, Peg3 prom inh -1, NR2E3 ag-1 0, PDI turbidity -1, HIF-2a block 13 and NR2E3 ag-2 -26.
Screening C[C@@H]1CN([C@@H](C)CO)C(=O)c2c(c3ccccc3n2C)-c2ccccc2CO[C@H]1CN(C)C(=O)[C@H](Cc1ccccc1)N(C)C returned aDG glyco act -0.2, hiPSC survival -1.0, Vif imaging -8, CaV13 FRET inh -7, Exocytosis inh 7, Peg3 prom inh 4, PDI turbidity -4, HIF-2a block -11 and NR2E3 ag-2 -8.
Screening CCn1cc(CNC(=O)c2cc(-c3ccccc3OC)nc3ccccc23)c(C)n1 returned aDG glyco act 0.0, MITF TRPM1 inh 12, hiPSC survival -4.5, Vif imaging 1, CaV13 FRET inh -1, Exocytosis inh -1, Peg3 prom inh 11, NR2E3 ag-1 2, PDI turbidity -6, HIF-2a block -1 and NR2E3 ag-2 9.
`O=C(COC(=O)CCSc1ccc(Cl)cc1)NCCc1ccccc1` gave aDG glyco act -0.1, MITF TRPM1 inh 2, hiPSC survival 0.1, Vif imaging -3, CaV13 FRET inh -4, Exocytosis inh 0, Peg3 prom inh -8, NR2E3 ag-1 6, PDI turbidity 4, HIF-2a block 20 and NR2E3 ag-2 -6.
For Cc1ccccc1C(=O)Nc1cccc(NC(=S)NC(=O)c2cccs2)c1 the results were aDG glyco act 0.0, MITF TRPM1 inh -9, hiPSC survival 4.2, Vif imaging -6, Exocytosis inh -6, Peg3 prom inh -16, NR2E3 ag-1 4, PDI turbidity -5, HIF-2a block -53 and NR2E3 ag-2 -12.
Screening COC(=O)c1ccccc1NC(=O)C1CCCN(S(=O)(=O)c2ccccc2)C1 (stereo unspecified) returned aDG glyco act 0.3, MITF TRPM1 inh 12, hiPSC survival 1.5, Vif imaging -7, CaV13 FRET inh -9, Exocytosis inh -4, Peg3 prom inh 29, NR2E3 ag-1 1, PDI turbidity -3, HIF-2a block 8 and NR2E3 ag-2 -18.
`Oc1ccccc1N=N/C(=N/Nc1ccccc1O)c1ccccc1` gave aDG glyco act -0.2, MITF TRPM1 inh -3, hiPSC survival 1.1, Vif imaging -4, CaV13 FRET inh -10, Exocytosis inh 0, Peg3 prom inh 0, NR2E3 ag-1 2, PDI turbidity 3, HIF-2a block 13 and NR2E3 ag-2 -34.
`COc1ccc(-n2nc(C(=O)NCC(=O)N3CCCC3)c3ccccc3c2=O)c(OC)c1` gave aDG glyco act 0.0, MITF TRPM1 inh -2, hiPSC survival -0.4, Vif imaging -6, CaV13 FRET inh -2, Exocytosis inh -9, Peg3 prom inh -21, NR2E3 ag-1 0, PDI turbidity 1, HIF-2a block -20 and NR2E3 ag-2 -18.
For CCOc1ccc(OCCC(=O)OCC(=O)Nc2cc(S(=O)(=O)N3CCOCC3)ccc2C)cc1 the results were aDG glyco act 0.2, MITF TRPM1 inh -17, hiPSC survival -0.1, Vif imaging 13, CaV13 FRET inh -7, Exocytosis inh -4, Peg3 prom inh -52, NR2E3 ag-1 6, PDI turbidity 2, HIF-2a block -41 and NR2E3 ag-2 -28.
COC(=O)C1=C(CS(=O)(=O)c2ccccc2)NC(=O)NC1c1ccc(OC)c(OC)c1 (stereo unspecified) was read as aDG glyco act -0.5, MITF TRPM1 inh 15, hiPSC survival 0.1, Vif imaging 11, CaV13 FRET inh -7, Exocytosis inh -4, Peg3 prom inh 12, NR2E3 ag-1 4, PDI turbidity 0, HIF-2a block 9 and NR2E3 ag-2 -5.
Screening O=[N+]([O-])c1cccnc1Oc1cccnc1 returned aDG glyco act 0.0, MITF TRPM1 inh -9, hiPSC survival 0.2, Vif imaging -1, CaV13 FRET inh -4, Exocytosis inh -3, Peg3 prom inh 16, NR2E3 ag-1 1, PDI turbidity 1, HIF-2a block 13 and NR2E3 ag-2 8.
CCOc1ccc2[nH]c(=O)c(CN(Cc3ccc(F)cc3)C(=O)c3ccco3)cc2c1 was read as aDG glyco act 0.0, MITF TRPM1 inh 27, hiPSC survival -4.1, Vif imaging -30, CaV13 FRET inh -6, Exocytosis inh 4, Peg3 prom inh 22, NR2E3 ag-1 2, PDI turbidity 3, HIF-2a block 8 and NR2E3 ag-2 -28.
Screening COC(=O)c1ccc(NC(=O)c2ccc(F)cc2)o1 returned aDG glyco act -0.1, MITF TRPM1 inh 2, hiPSC survival -3.3, Vif imaging 3, CaV13 FRET inh -1, Exocytosis inh -3, Peg3 prom inh -21, NR2E3 ag-1 -2, PDI turbidity 7, HIF-2a block -44 and NR2E3 ag-2 6.
`Clc1ccc(Oc2nc(Oc3ccc(Cl)cc3)nc(N3CCOCC3)n2)cc1` gave aDG glyco act 0.1, MITF TRPM1 inh -2, hiPSC survival 0.2, Vif imaging -7, Exocytosis inh -2, Peg3 prom inh 40, NR2E3 ag-1 -1, PDI turbidity -3, HIF-2a block 8 and NR2E3 ag-2 10.
Screening CC1(C)OC(=O)NC1c1ccccc1 (stereo unspecified) returned aDG glyco act 0.3, hiPSC survival 9.2, Vif imaging 1, CaV13 FRET inh -16, Exocytosis inh 12, Peg3 prom inh -5, PDI turbidity 2, HIF-2a block 11 and NR2E3 ag-2 -2.
COc1cccc(/C=C/C(=O)Oc2ccc(C(=O)c3ccc(F)cc3)cc2)c1 was read as aDG glyco act 0.0, MITF TRPM1 inh -1, hiPSC survival -2.0, Vif imaging 0, CaV13 FRET inh -5, Exocytosis inh 1, Peg3 prom inh -27, NR2E3 ag-1 4, PDI turbidity 1, HIF-2a block -29 and NR2E3 ag-2 -1.
Screening O=C(NCCOc1ccccc1)C1CCCN1C(=O)c1cccs1 (stereo unspecified) returned aDG glyco act 0.0, MITF TRPM1 inh -2, hiPSC survival -0.3, Exocytosis inh -2, Peg3 prom inh 1, NR2E3 ag-1 1, PDI turbidity 22, HIF-2a block 15 and NR2E3 ag-2 -2.
Nc1c(-c2cccc(Cl)c2)cnn1-c1ccccc1 was read as aDG glyco act 0.0, MITF TRPM1 inh -65, hiPSC survival 0.2, Vif imaging 7, CaV13 FRET inh -5, Exocytosis inh 11, Peg3 prom inh -231, NR2E3 ag-1 1, PDI turbidity -6, HIF-2a block -290 and NR2E3 ag-2 -93.
`CCCc1nnc(NC(=O)CCC(=O)N2CCN(Cc3cc(F)ccc3OC)CC2)s1` gave aDG glyco act 1.0, MITF TRPM1 inh -10, hiPSC survival -0.2, Vif imaging -5, CaV13 FRET inh -2, Exocytosis inh -1, Peg3 prom inh 10, NR2E3 ag-1 -2, PDI turbidity 4, HIF-2a block 4 and NR2E3 ag-2 -23.
For CCOC(=O)CNC1CC(=O)N(c2ccc(Br)cc2)C1=O (stereo unspecified) the results were aDG glyco act -0.2, MITF TRPM1 inh -6, hiPSC survival 0.1, Vif imaging 10, CaV13 FRET inh -3, Exocytosis inh -10, Peg3 prom inh 13, NR2E3 ag-1 -1, PDI turbidity -5, HIF-2a block 19 and NR2E3 ag-2 11.
CC/C(=N/Nc1ccccc1)c1cnnc(-c2ccccc2)n1 was read as aDG glyco act -0.6, MITF TRPM1 inh 15, hiPSC survival 2.9, Vif imaging 8, CaV13 FRET inh -9, Exocytosis inh -6, Peg3 prom inh 18, NR2E3 ag-1 2, PDI turbidity -5, HIF-2a block 6 and NR2E3 ag-2 1.
`CCOC(=O)C1(C)CCCN(C(=O)c2ccc(OC(F)F)cc2)C1` (stereo unspecified) gave aDG glyco act 0.0, hiPSC survival 1.7, Vif imaging -1, CaV13 FRET inh -7, Exocytosis inh 4, Peg3 prom inh 9, PDI turbidity -2, HIF-2a block 5 and NR2E3 ag-2 -7.
`Nc1cccc(NP(=O)(c2ccccc2)c2ccccc2)c1` gave aDG glyco act -0.1, MITF TRPM1 inh 2, hiPSC survival -0.6, Vif imaging 3, CaV13 FRET inh 10, Exocytosis inh -10, Peg3 prom inh 7, NR2E3 ag-1 2, PDI turbidity -4, HIF-2a block 15 and NR2E3 ag-2 -39.
Screening Cc1ccc(-n2nc(C)cc2NC(=O)CC#N)cc1 returned aDG glyco act -0.4, MITF TRPM1 inh -7, hiPSC survival -0.4, Vif imaging 3, CaV13 FRET inh 3, Exocytosis inh -3, Peg3 prom inh -2, NR2E3 ag-1 -3, PDI turbidity 3, HIF-2a block 6 and NR2E3 ag-2 -12.
For CCOC(=O)c1c(CSc2ccccc2)n(C)c2cc(Br)c(OCC(O)CNC(CO)(CO)CO)cc12 (stereo unspecified) the results were aDG glyco act -0.4, MITF TRPM1 inh 90*, hiPSC survival -0.6, Vif imaging 4, CaV13 FRET inh -4, Exocytosis inh 6, Peg3 prom inh 97*, NR2E3 ag-1 -1, PDI turbidity 12, HIF-2a block 34 and NR2E3 ag-2 -22.
CCOc1ccc(S(=O)(=O)Nc2cc(OC)c(OC)cc2C(=O)O)cc1 was read as aDG glyco act -0.2, MITF TRPM1 inh -8, hiPSC survival 0.3, Vif imaging -5, Exocytosis inh -1, Peg3 prom inh 16, NR2E3 ag-1 0, PDI turbidity 0, HIF-2a block 1 and NR2E3 ag-2 -24.
`COC(CNC(=O)c1cnn2c(C)c(Cc3ccccc3)c(C)nc12)OC` gave aDG glyco act 0.0, MITF TRPM1 inh 15, hiPSC survival -0.1, Vif imaging -6, CaV13 FRET inh 9, Exocytosis inh -2, Peg3 prom inh 23, NR2E3 ag-1 2, PDI turbidity -1, HIF-2a block 12 and NR2E3 ag-2 17.

From PubChem BioAssay
